Screening data: PubChem BioAssay, National Center for Advancing Translational Sciences (NCATS)
Giardia kill = Small Molecules that selectively kill Giardia lamblia: qHTS; AID 540267, 2011; activity change, % at 7.66 µM, hits read low; actives 0.15% (n = 340,000); Giardia lamblia trophozoite viability; in the data active = activity change below about -80%; inconclusive = between about -30% and that limit;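 also: parasites exposed to compound for two days anaerobically before the ATP read; % is scaled to controls: 0 for no effect and ±100 for the full control effect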
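Media and compound were dispensed first, then trophozoites at 100 cells/well; plates sat 48 hrs at 37 deg C without oxygen before ATP luminescence reagent was added and read after 15-30 min at room temperature.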
KCNH2 3.1 inh = qHTS for Inhibitors of KCHN2 3.1: Mutant qHTS; U2OS KCNH2 3.1, thallium flux FluxOr; stronger effect = lower value; Potassium voltage-gated channel subfamily H member 2, brain isoform KCNH2 3.1 (human); actives 0.95% (n = 340,000); activity change, % (tested at about 1.8 µM);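 active = maximum activity change below -70%; inconclusive = maximum activity change from -70% to -50%; inactive = maximum activity change above -50%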;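 also: thallium influx rate constant from kinetic fluorescence after stimulation buffer; % is scaled to controls: 0 for no effect and ±100 for the full control effect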
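Kinetic fluorescence (2 min after stimulation buffer) measures Tl+ influx through KCNH2 3.1 expressed by viral transduction in U2OS cells; the rate constant is normalized against DMSO controls serving as positive and negative references.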
hERG WT inh = qHTS for Inhibitors of KCHN2 3.1: Wildtype qHTS; Voltage-gated inwardly rectifying potassium channel KCNH2 (Homo sapiens), Q12809; U2OS, BacMam KCNH2, thallium flux FluxOr; stronger effect = lower value; activity change, % at 1.84 µM; actives 0.37% (n = 340,000); AID 720551, 2013;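 active = maximum activity change below -70%; inconclusive = maximum activity change between -70% and -50%; inactive = maximum activity change above -50%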; also: % is scaled to controls: 0 for no effect and ±100 for the full control effect
Target sequence (Q12809 whole entry, looked up): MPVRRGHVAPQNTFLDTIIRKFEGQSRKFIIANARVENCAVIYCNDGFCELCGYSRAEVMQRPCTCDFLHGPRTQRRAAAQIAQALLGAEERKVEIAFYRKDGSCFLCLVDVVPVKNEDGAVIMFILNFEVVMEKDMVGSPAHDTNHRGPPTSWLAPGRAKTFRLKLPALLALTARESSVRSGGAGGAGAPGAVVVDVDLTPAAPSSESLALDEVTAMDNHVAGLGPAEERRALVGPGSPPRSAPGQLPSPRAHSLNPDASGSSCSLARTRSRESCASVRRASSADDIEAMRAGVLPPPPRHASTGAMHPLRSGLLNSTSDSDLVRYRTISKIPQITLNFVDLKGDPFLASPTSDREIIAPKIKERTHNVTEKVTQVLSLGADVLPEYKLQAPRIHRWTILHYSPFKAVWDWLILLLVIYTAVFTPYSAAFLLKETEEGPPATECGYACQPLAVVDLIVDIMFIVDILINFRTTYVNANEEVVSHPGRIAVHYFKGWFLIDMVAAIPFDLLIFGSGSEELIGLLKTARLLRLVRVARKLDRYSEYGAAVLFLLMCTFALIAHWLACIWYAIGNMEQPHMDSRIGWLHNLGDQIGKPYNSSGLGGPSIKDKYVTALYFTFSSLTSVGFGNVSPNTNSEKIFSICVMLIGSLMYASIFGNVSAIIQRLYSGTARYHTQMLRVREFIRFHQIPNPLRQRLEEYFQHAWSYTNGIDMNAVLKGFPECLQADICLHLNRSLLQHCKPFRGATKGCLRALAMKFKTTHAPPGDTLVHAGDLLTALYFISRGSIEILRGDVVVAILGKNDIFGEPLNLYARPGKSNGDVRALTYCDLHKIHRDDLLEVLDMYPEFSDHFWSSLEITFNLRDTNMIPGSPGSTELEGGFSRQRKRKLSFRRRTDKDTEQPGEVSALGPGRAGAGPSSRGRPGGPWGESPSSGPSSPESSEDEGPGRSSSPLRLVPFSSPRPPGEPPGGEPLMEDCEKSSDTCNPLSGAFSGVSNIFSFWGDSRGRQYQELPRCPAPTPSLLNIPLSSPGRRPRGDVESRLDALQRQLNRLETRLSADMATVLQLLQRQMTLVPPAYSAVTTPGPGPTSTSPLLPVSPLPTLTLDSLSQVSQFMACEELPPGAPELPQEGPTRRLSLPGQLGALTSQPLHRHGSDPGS
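U2OS cells were transduced with wild-type KCNH2 virus (2.03 x 10^8 / mL) for 4 h at room temperature, then cultured overnight at 37 C. Thallium flux was read with FluxOr dye. Rate constants were normalized to DMSO controls.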
B2AR arrestin = qHTS assay of beta-arrestin-biased ligands of beta2-adrenergic receptor; Beta-2 adrenergic receptor (Homo sapiens), P07550; beta-arrestin recruitment to beta2AR, cell-based reporter; Potency, µM (highest dose often 46.1 µM), without a hit: at the top dose activation, usual class: activators; actives 0.02% (n = 330,000); AID 492947, 2010;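 also: potency is read from the fitted curve at half-maximal effect; 0% = DMSO controls and full agonism = EC100 isoproterenol or metaproterenol; nearly all actives have a fitted effect of over 65% in size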
Menin MLL FP TR = qHTS Assay for Inhibitors Targeting the Menin-MLL Interaction in MLL Related Leukemias: Competition With Texas Red Labeled MLL-derived Mutant Peptide | O00255 | Menin + Texas Red MLL mutant peptide, fluorescence polarization | Potency, µM (titrated, usually from 61.6 µM), without a hit: top-dose FP activity change, negative = inhibition, hits mostly inhibitors | actives 0.23% (n = 270,000) | AID 1768, 2009; active = well fitted inhibition curve with a large enough effect in the polarisation, with a control signal flat, not every such curve was filed as active; inconclusive = small, poorly fitted or top-dose-only effect, or effect the other way, or a change in a side signal; inactive = no such curve, though single readings can be large or run the other way; the % refers to the polarisation; also: potency is read from the fitted curve at half-maximal effect; % of control where 0% means no effect; many of its hits are not listed in these tables
GALK inh = qHTS Assay for Inhibitors of Human Galactokinase (GALK); actives 0.007% (n = 270,000); Potency, µM (doses to about 57.5 µM), inactives show top-dose activity change, negative = inhibition, most hits filed as inhibitors; P51570; Purified GALK, Kinase-Glo residual ATP luminescence; also: potency is read from the fitted curve at half-maximal effect; % is scaled to controls: 0 for no effect and ±100 for the full control effect
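5 nM enzyme, 35 uM ATP, 100 uM galactose, 20 mM HEPES pH8.0, 5 mM MgCl2; 1 h RT; residual ATP by Kinase-Glo Plus luminescence, qHTS format.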
USP2a inh = qHTS Assay for Inhibitors of Ubiquitin-specific Protease USP2a Using CHOP2 as the Reporter; USP2 core, Ub-CHOP2 coupled fluorogenic reporter, 485/531; actives 0.01% (n = 330,000); Potency, µM (doses to about 38.3 µM), without a hit: at the highest dose activity change, negative = inhibition, actives largely listed as inhibitors; Ubiquitin carboxyl-terminal hydrolase 2 (Homo sapiens), O75604;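 also: potency is read from the fitted curve at half-maximal effect; plate controls were DMSO wells for no effect and full inhibition by NEM control for full effect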
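Cell-free coupled assay: 10nM USP2 core preincubated 30min RT with compound in Tris-HCl pH 8.0/CaCl2/CHAPS buffer, then 25nM Ub-CHOP2 and 25nM reporter substrate; fluorescence (Ex 485/Em 531) read after 60min RT, normalized to NEM inhibition, concentration-response curves fitted.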
PKM2 activator = qHTS Assay for Activators of Human Muscle isoform 2 Pyruvate Kinase. Pyruvate kinase PKM (Homo sapiens), P14618. purified PKM2, Kinase-Glo ATP luminescence, activation; response scale: 0% is enzyme alone, no compound. Potency, µM (top dose mostly 57.5 µM), without a hit: at the top dose activation, most hits filed as activators. actives 0.34% (n = 260,000). AID 1631, 2009; also: potency is read from the fitted curve at half-maximal effect; % is scaled to controls: 0 for no effect and ±100 for the full control effect; nearly all actives have a fitted effect of over 55% in size
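Purified hPK-M2 (>95% pure) converted ADP (0.1 mM final) to ATP with 0.5 mM PEP in 50 mM imidazole pH7.2, KCl, MgCl2, Tween 20, BSA; 1 h at room temperature. ATP detected by Kinase-Glo luminescence.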
MLL CXXC-DNA inh = qHTS Fluorescence Polarization Assay for Inhibitors of MLL CXXC domain - DNA interaction. actives 0.037% (n = 290,000). MLL-CXXC / FITC-HOXA9 DNA fluorescence polarization. Potency, µM (doses to about 115 µM), for the others: top-dose activity change, negative = inhibition, most hits filed as inhibitors. Histone-lysine N-methyltransferase 2A (Homo sapiens), Q03164; active = well fitted inhibition curve with a large enough effect in the polarisation, with a control signal flat, not every such curve was filed as active; inconclusive = small, poorly fitted or top-dose-only effect, or effect the other way, or a change in a side signal; inactive = no such curve, though single readings can be large or run the other way; the % refers to the polarisation; also: potency is read from the fitted curve at half-maximal effect
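Steps: dispense CXXC domain solution (7 uM) → pin compounds or unlabeled HOX-A9 DNA control → 5 min ambient → add FLSN-HOX-A9 solution (50 nM) → spin → 30 min ambient → fluorescence polarization. Tris pH 7.5/NaCl/DTT/BSA buffer.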
TRPV1 ag = HTS Assay for Compounds that Act as Agonists of the Vanilloid Receptor 1. actives 0.19% (n = 320,000). TRPV1-expressing cells, Fluo-8 calcium influx, agonist mode. AID 540275, 2011. activation, % at 8.33 µM; in the data active = activation above about 80%; inconclusive = between about 30% and that limit; also: 0% is about no effect
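Fluo-8 calcium influx in TRPV1-expressing cells, kinetic read (ex 480/em 520 nm). Compound added and read 3 min for agonist activity, followed by capsaicin at EC20 final and 2 min further read for enhancement.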
FBPA coupling cs = qHTS Assay for Inhibitors of Fructose-1,6-bisphosphate Aldolase from Giardia Lamblia: Coupling assay counterscreen | activity change, negative = inhibition, % at 58.2 µM, hits read low | actives 0.67% (n = 290,000) | coupling enzyme system counterscreen, AmpLite Red fluorescence; in the data active = activity change below about -30%; also: % is scaled to controls: 0 for no effect and ±100 for the full control effect
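Final compound at 57.5 uM, incubated 10 min at RT with coupling enzyme reagent (glyceraldehyde-3-phosphate), then 20 min with substrate and AmpLite Red detection. Fluorescence read at 525/598 nm; tests interference with the coupling assay, not aldolase inhibition.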
Numbers without * were called inactive; u = inconclusive; x = not tested or not shown; [ ] = another dose, or the depositor's remark. Unless noted, calls follow the shape of the dose curve; as a rule, active = well fitted curve in the direction sought with a large enough effect; inconclusive = small, poorly fitted or top-dose-only effect, or another doubt; inactive = no such curve, though single readings can be large; an effect the other way counts as inactive or inconclusive. Not all compounds are listed; count on the stated rates, not on these rows.

SMILES	Giardia kill	KCNH2 3.1 inh	hERG WT inh	B2AR arrestin	Menin MLL FP TR	GALK inh	USP2a inh	PKM2 activator	MLL CXXC-DNA inh	TRPV1 ag	FBPA coupling cs
CCCCn1c(O)c(N=Nc2ccccn2)c2ccccc21	9.9	-7.5	-2.1	-0.9%	5.4%	-2.7%	4.8%	-0.6%	39.7%[activator]	u	0.8
COC(=O)C1C(c2ccccc2)C(C(=O)N2CCN(C)CC2)C1c1ccccc1 (stereo not given)	-3.8	-18.3	-16.5	-0.1%	-13.2%	-2.5%	-0.9%	-0.2%	-1.7%	3.8	2.8
O=C(OCc1ccc(COC(=O)c2ccccn2)cc1)c1ccccn1	10.5	-6.1	6.8	0.2%	4.4%	0.2%	0.9%	3.5%	2.6%	-0.5	5.1
COc1ccc(-c2noc(COc3ccccc3OC)n2)cc1OC	-11.6	1.0	53.9	0.5%	4.4%	0.0%	-0.8%	10.1%	0.1%	1.4	1.3
O=C(Cc1csc(NC(=O)Nc2ccc(Cl)cc2)n1)NCc1cccnc1	-14.8	-17.8	3.7	0.1%	x	x	1.0%	x	x	3.2	x
COc1ccccc1Nc1nnc(SC(C)C(=O)NC2CC2)s1 (stereo not given)	4.8	-13.7	0.3	-0.7%	x	x	0.4%	x	x	0.4	x
Cn1cc(C(=O)c2ccccc2C(=O)O)cc1C(=O)C(Cl)(Cl)Cl	-25.1	21.6	-0.3	-0.1%	17.4%	4.5%	0.4%	x	u	3.3	5.1
O=C(N/N=C/c1ccccc1F)c1cccc2ccccc12	-22.7	6.2	-1.1	0.0%	u	x	1.3%	x	0.5%	-4.1	2.6
CCN1CCN(CCNC(=O)c2ccc(CS(=O)(=O)c3c(Cl)cccc3Cl)o2)CC1	-10.7	7.0	7.5	0.1%	-1.9%[11.7 µM]	2.0%	3.6%	-4.8%	u	x	0.3
COc1ccc(-c2cn3nc(SCC(=O)NC4CCCCC4)ccc3n2)cc1	-1.6	8.0	4.4	0.0%	-0.1%	11.8%	3.6%	x	3.1%	2.4	2.8
COc1cccc(NC(=O)CC2S/C(=N\S(=O)(=O)c3ccccc3)N(c3ccccc3)C2=O)c1 (stereo not given)	13.0	-1.4	-0.8	-0.2%	u	-2.7%	-7.6%	-0.2%	17.6%	2.3	-1.5
O=C(c1ccc(CN2CCc3ccccc3C2)cc1)N1CCN(c2ccccc2)CC1	11.6	4.7	38.7	2.5%	-16.2%	x	2.8%	-3.8%	-10.9%	u	-8.4
OCCC1CN(Cc2nc3ccc(F)cc3[nH]2)CCN1C1CCCC1 (stereo not given)	-4.6	1.2	23.2	-0.4%	x	-1.7%	4.8%	-3.7%	0.1%	5.4	0.5
COc1ccc(CNC(=O)C(c2ccco2)N(Cc2cccs2)C(=O)Cc2cccs2)cc1 (stereo not given)	20.4	-4.0	0.9	-0.3%	-8.3%	-0.2%	-8.1%	-8.8%	-4.9%	-1.5	-7.8
C=CCN1C(=O)C2C(C(=O)NC)C3(C)C=CC2(O3)C1C(=O)NCc1ccc(OC)cc1 (stereo not given)	12.3	9.3	13.3	-0.5%	0.4%	0.6%	2.7%	-1.5%	-6.6%	0.7	2.6
OCc1nc2ccccc2n1CCCOc1ccccc1	-14.5	-0.7	1.5	0.0%	-4.1%	-0.5%	2.2%	-1.8%	1.3%	u	0.7
O=C(NNC(=O)C1COc2ccccc2O1)c1ccccc1 (stereo not given)	4.0	-20.8	2.5	-0.2%	-16.7%	-0.8%	2.3%	18.4%	6.1%	0.0	1.7
O=C(O)C1CCC(CN(Cc2cccc(Br)c2)C(=S)Nc2ccccc2F)CC1 (stereo not given)	-6.0	3.0	5.2	-0.2%	u	5.3%	1.2%	-0.5%	14.4%	-3.0	3.5
Cc1cc(C(=O)NNC(=O)[C@H](C)NC(=O)c2ccc(Br)cc2)c(C)o1	-5.0	-7.8	-11.0	-0.5%	x	x	2.4%	x	x	x	x
O=C(/C=C/c1cccs1)c1cc(Br)ccc1OC(=O)N1CCOCC1	-14.1	2.3	15.2	-0.7%	2.2%	x	4.1%	3.9%	0.4%	9.7	-0.1
CCOC(=O)c1ccc(NC(=S)N2CCN(c3ccc(N4CCOCC4)nn3)CC2)cc1	-18.1	x	-19.9	-0.7%	-1.0%	0.6%	0.3%	-10.5%	-2.8%	1.1	0.5
CC(=O)Oc1ccc(/C=C(\NC(=O)c2ccco2)C(=O)NCc2ccccc2)cc1	1.3	-12.5	2.8	-0.4%	x	4.0%	0.4%	x	11.4%	-3.0	0.2
Cc1ccc([N+](=O)[O-])cc1S(=O)(=O)Nc1ccc(O)c(Sc2ncn[nH]2)c1	16.6	4.1	5.3	-0.8%	x	0.1%	1.1%	u	4.0%	-2.1	x
Cc1ccc(S(=O)(=O)N(C)CC(=O)N2CCCCCCC2)cc1	9.8	9.1	-5.3	0.2%	x	x	1.5%	x	x	5.7	x
O=c1c(N=Nc2ccc(O)cc2)c(-c2ccccc2)[nH]n1-c1ccc([N+](=O)[O-])cc1	-28.8	24.7	31.5	0.1%	-6.4%	0.7%	-4.1%	-1.1%	4.9%	-2.2	0.1
CC(C)(C)CC(=O)Nc1ccc(-c2cn3cccnc3n2)cc1	u	-6.9	-5.3	-0.4%	-3.0%	2.9%	-1.7%	x	5.5%	-0.1	0.0
CCOc1ccc(N(CC(=O)Nc2cc(C)cc(C)c2)S(C)(=O)=O)cc1	-2.1	12.1	-3.4	0.0%	-1.9%	3.5%	0.8%	x	2.3%	7.2	-2.2
CN(C)c1ccc(NC(=O)Nc2cccc3ccccc23)cc1	-14.5	-2.4	11.0	0.1%	u	0.1%	10.4%	11.9%	6.0%	-1.7	-4.1
COc1ccc(S(=O)(=O)c2nnn(-c3cccc(Cl)c3)c2N)cc1	2.2	11.4	0.9	0.7%	16.9%	-1.6%	1.5%	u	-1.3%	11.3	1.5
O=C(CSc1ccc2ccccc2n1)NC1CC1	0.8	-0.8	-7.5	0.2%	x	x	8.5%	x	x	4.7	x
Cc1[nH]c2ccc(C(=O)NC3CCC(C)CC3)cc2c1C (stereo not given)	-2.1	-1.2	0.9	-0.2%	1.8%	10.9%	3.9%	10.6%	1.8%	3.6	-0.3
Cc1cc(N2CC(C)OC(C)C2)nc2ccccc12 (stereo not given)	9.5	-27.4	-2.2	-0.9%	-2.8%	13.2%	-2.2%	-5.5%	12.3%	22.2	-1.0
COC(=O)c1nc2n(n1)C(c1ccc([N+](=O)[O-])cc1)C(C(=O)Nc1ccc(Cl)cc1)=C(C)N2 (stereo not given)	0.9	12.1	7.1	1.6%	1.1%	-2.2%	4.1%	0.2%	26.5%	1.9	0.3
Cc1nc2nc(COc3ccccc3)nn2c(C)c1Cl	5.4	1.9	4.2	0.2%	-7.4%	-1.5%	-0.5%	u	-2.6%	0.0	-2.7
OCC[C@H]1C[C@@H](O)[C@H](O)[C@@]2(Cc3ccccc3CO2)O1	10.4	17.7	-0.7	0.2%	x	x	-0.1%	x	x	9.3	x
Cc1ccc(-c2nn3c(C)nnc3s2)cc1NC(=O)c1ccc(Br)o1	10.3	-4.1	3.7	-0.1%	0.3%[11.7 µM]	1.0%	1.5%	-0.7%	1.8%	x	3.6
Cc1cccc(C)c1OCc1n[nH]c(=S)n1-c1ccccc1	12.5	u	3.3	0.3%	-18.7%	-1.2%	2.8%	-12.2%	14.9%	-6.5	5.5
Cn1cnc([N+](=O)[O-])c1Nc1cccc(O)c1	6.4	14.5	-1.9	0.1%	0.1%	-0.9%	-0.2%	1.7%	4.2%	-0.5	2.7
COc1cc(C)ccc1OCCCON1C(=O)CCC1=O	8.3	31.3	-22.9	-0.3%	-3.2%	-0.6%	-0.2%	-0.9%	1.5%	-2.3	-0.1
COC(=O)c1cc2oc(C)cc2n1CC(=O)N1CCCc2ccccc21	-0.9	-23.3	4.5	0.3%	-1.2%	1.5%	-5.1%	1.8%	2.6%	7.9	-1.1
